Assay outcomes (PubChem BioAssay)
PP5 inh – blocks human protein phosphatase 5 activity; actives 0.18% (n = 320,000); inhibition, % at 6.7 µM; P53041; purified PP5c, OMFP substrate fluorescence; AID 1987;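 active = inhibition above the campaign's mean inhibition across all tested compounds plus 3 SD, cut at about 9.5% in these data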;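 note: 0% = DMSO only and 100% = 100 µM cantharidin control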
HCV core dimer – blocks dimerization of HCV core protein | AID 1899 | TR-FRET GST/Flag-core106 dimerization, 1536-well | actives 0.33% (n = 300,000) | inhibition, % at 5 µM;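 active = inhibition above the mean of all tested compounds plus 3 SD, set per screening campaign, cut at about 45% in these data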
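Assay system: tagged HCV core106 pair (GST and Flag); medium: KF-containing HEPES buffer, pH 7.45, DTT, CHAPS, BSA; also added: Eu donor and XL665 acceptor anti-tag antibodies; dosing: 5 µM single dose; timing: compound-protein-antibody incubation 4 h at 22.5 °C; signal: TR-FRET 671 and 617 nm emission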
TPT1 inh – C. albicans TPT1 enzyme inhibition | inhibition, % at 5 µM | recombinant caTPT1, FP RNA substrate dephosphorylation | actives 0.81% (n = 300,000);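 active = inhibition above the mean of all tested compounds plus 3 SD, set per screening campaign, cut at about 24% in these data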;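 note: plate controls were DMSO alone for no effect and ferristatin control at 100 nM for full effect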
GASC-1 inh – human JMJD2C demethylase inhibition; GST-JMJD2C(1-420) H3K9me3 demethylation, DELFIA europium; Q9H3R0; AID 2099; actives 0.069% (n = 330,000); inhibition, % at 2.35 µM;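 active = more than half of a compound's replicate wells show inhibition beyond 50%, single wells judged on their own value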;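 note: signal counts dimethyl H3K9 product captured on neutravidin plate; 0% = median of DMSO wells and 100% = 0.3 times that DMSO median; strong numbers were not always called active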
Target sequence (Q9H3R0 1-420 limits assumed): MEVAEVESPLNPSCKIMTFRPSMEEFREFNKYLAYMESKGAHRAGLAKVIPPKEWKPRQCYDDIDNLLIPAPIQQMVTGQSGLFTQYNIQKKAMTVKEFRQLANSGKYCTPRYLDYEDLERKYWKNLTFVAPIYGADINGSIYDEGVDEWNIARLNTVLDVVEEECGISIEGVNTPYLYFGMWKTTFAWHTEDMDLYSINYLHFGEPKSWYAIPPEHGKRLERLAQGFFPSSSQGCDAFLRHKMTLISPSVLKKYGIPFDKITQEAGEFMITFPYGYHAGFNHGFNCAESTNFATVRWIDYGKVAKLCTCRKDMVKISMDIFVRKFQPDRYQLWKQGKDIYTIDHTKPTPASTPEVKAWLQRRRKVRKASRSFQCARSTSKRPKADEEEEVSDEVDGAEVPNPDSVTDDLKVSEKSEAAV
PP1 inh – counter-screen for PP5 inhibitors: inhibitors of human PP1-alpha; P62136; purified PP1alpha, OMFP fluorescence; inhibition, % at 6.7 µM; actives 0.9% (n = 320,000); AID 2235;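 active = inhibition above the mean inhibition of all tested compounds plus 3 SD, computed separately for each screening campaign, cut at about 15% in these data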
Target sequence (P62136 whole entry, looked up): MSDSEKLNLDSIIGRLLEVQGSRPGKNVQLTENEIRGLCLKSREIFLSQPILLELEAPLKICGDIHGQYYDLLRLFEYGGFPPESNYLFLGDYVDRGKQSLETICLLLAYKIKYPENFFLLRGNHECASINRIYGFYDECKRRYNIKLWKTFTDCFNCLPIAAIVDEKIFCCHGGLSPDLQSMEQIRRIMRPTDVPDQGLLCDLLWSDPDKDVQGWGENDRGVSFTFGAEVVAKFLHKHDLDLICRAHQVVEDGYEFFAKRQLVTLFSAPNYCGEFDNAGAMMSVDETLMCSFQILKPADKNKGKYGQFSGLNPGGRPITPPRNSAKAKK
Efflux pump inh – antifungal efflux pump inhibition, Nile Red retention. inhibition, % at 10 µM. S. cerevisiae Candida pump triplex. actives 0.44% (n = 330,000);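 active = plate passing quality check with inhibition over a set limit, or well fluorescence over plate mean plus 4 SD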;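 note: Nile Red retained in pooled yeast measured as flow cytometry median fluorescence; 0% = buffer negative control and 100% = Enniatin B positive control; higher means more Nile Red kept so more efflux inhibition; some compounds called inactive have numbers as strong as hits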
LYPLA2 counter – LYPLA2 (human) inhibition in PME1 counter-screen | AID 2177 | actives 0.38% (n = 320,000) | recombinant LYPLA2, FP-Rh probe fluorescence polarization | inhibition, % at 5.9 µM | O95372;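 active = inhibition above the screen-wide mean plus 3 SD, limit set per campaign, cut at about 26% in these data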;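 note: 0% = LYPLA2 with DMSO and 100% = wells lacking LYPLA2 enzyme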
Target sequence (O95372 whole entry, looked up): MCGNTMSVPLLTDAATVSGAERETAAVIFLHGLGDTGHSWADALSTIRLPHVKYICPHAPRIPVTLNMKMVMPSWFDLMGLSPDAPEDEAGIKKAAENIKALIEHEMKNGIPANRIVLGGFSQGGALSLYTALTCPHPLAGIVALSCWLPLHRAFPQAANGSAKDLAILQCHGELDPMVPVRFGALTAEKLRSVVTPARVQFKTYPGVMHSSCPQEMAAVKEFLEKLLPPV
PREPL inhibitor – inhibits the human prolyl oligopeptidase-like enzyme. AID 2751. actives 0.68% (n = 320,000). recombinant PREPL, fluorescence polarization activity-based probe. inhibition, % at 5.96 µM; in the data active = inhibition above about 43%;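 note: 0% = enzyme with DMSO and 100% = wells lacking enzyme; many of its hits are not listed in these tables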
Fh CTSL1 inh – counter-screen for PFM18AAP inhibitors: inhibitors of F. hepatica cathepsin L1. recombinant F. hepatica cathepsin L1, Z-Leu-Arg-MCA fluorescence. inhibition, % at 5.96 µM. actives 0.49% (n = 300,000);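 active = inhibition above the mean of all tested compounds plus 3 SD, set per screening campaign, cut at about 17% in these data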;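 note: 0% = plate median of test compound wells and 100% = 1 µM Z-Phe-Ala-diazomethylketone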
An asterisk follows results filed as active; i = inactive; nt = no result given; & = joins results of further samples. A portion of the library, so the mix of outcomes need not match the whole.

A first look (four entries):
SMILES | PP5 inh | HCV core dimer | TPT1 inh | GASC-1 inh | PP1 inh | Efflux pump inh | LYPLA2 counter | PREPL inhibitor | Fh CTSL1 inh
O=C(O)c1ccccc1NC(=O)C1CCN(S(=O)(=O)c2cccc3nsnc23)CC1 | 0.3 | -1.5 | 1.7 | -13.2 | -3.4 | 0.2 | -5.2 | 6.9 | 1.9
CC1(C)OC(c2ccccc2)=C/C(=C\C=N\NC(=O)c2ccncc2)O1 | 0.5 | -7.1 | 4.0 | 2.5 | 0.2 | 0.1 | -2.7 | 15.7 | 4.4
COc1ccc(CN(C)C(=O)CCN=C2NS(=O)(=O)c3ccccc32)c(OC)c1 | 2.8 | nt | nt | 5.7 | 0.7 | -0.1 | 3.1 | -9.5 | nt
CCC(C)N(C(=O)COC(=O)c1cn(CC)c2nc(C)ccc2c1=O)C1CCS(=O)(=O)C1 (stereo not given) | 0.8 | 1.5 | 4.1 | 11.5 | 1.5 | 0.0 | -0.7 | -10.9 | -3.3

The whole of this part, from the first entry:
SMILES | PP5 inh | HCV core dimer | TPT1 inh | GASC-1 inh | PP1 inh | Efflux pump inh | LYPLA2 counter | PREPL inhibitor | Fh CTSL1 inh
O=C(O)c1ccccc1NC(=O)C1CCN(S(=O)(=O)c2cccc3nsnc23)CC1 | 0.3 | -1.5 | 1.7 | -13.2 | -3.4 | 0.2 | -5.2 | 6.9 | 1.9
CC1(C)OC(c2ccccc2)=C/C(=C\C=N\NC(=O)c2ccncc2)O1 | 0.5 | -7.1 | 4.0 | 2.5 | 0.2 | 0.1 | -2.7 | 15.7 | 4.4
COc1ccc(CN(C)C(=O)CCN=C2NS(=O)(=O)c3ccccc32)c(OC)c1 | 2.8 | nt | nt | 5.7 | 0.7 | -0.1 | 3.1 | -9.5 | nt
CCC(C)N(C(=O)COC(=O)c1cn(CC)c2nc(C)ccc2c1=O)C1CCS(=O)(=O)C1 (stereo not given) | 0.8 | 1.5 | 4.1 | 11.5 | 1.5 | 0.0 | -0.7 | -10.9 | -3.3
Cc1ccc(CNC(=O)c2cc(S(=O)(=O)N3CCCC3)cn2C)cc1 | -0.2 | -9.6 | 0.2 | -8.5 | -2.1 | -0.2 | 9.1 | 3.9 | 0.1
NCCc1ccn[nH]1 | -2.0 | -8.2 | -3.4 | nt | 5.3 | 0.0 | -0.7 | -0.6 | -1.0
O=C(Nc1ccc(-c2n[nH]c(=S)o2)cc1)c1ccccc1 | 0.5 | -1.8 | -2.1 | 2.9 | -2.1 | 0.1 | -5.0 | 0.5 | 0.9
CCOc1ccccc1CNC(=O)Cn1ccc2cc(S(=O)(=O)N3CCC(C)CC3)ccc21 | 4.0 | 13.8 | -3.0 | -5.1 | 3.5 | 0.0 | 3.5 | 2.6 | 4.8
Cc1cccc(C(=O)NCC(=O)OC(C)C(=O)Nc2ccc(Cl)cn2)c1 (stereo not given) | 0.6 | -9.5 | 2.1 | 3.3 | -1.5 | -0.1 | 10.8 | 6.9 | 6.1
O=C(Nc1ccc2c(c1)CCCN2C(=O)c1ccccc1)c1ccccc1 | -1.2 | 2.0 | -2.6 | 1.0 | -2.0 | 0.0 | 1.6 | 4.5 | 2.3
COc1ccc(N2CCN(C(=O)CS(=O)Cc3nc(-c4ccc(OC)c(OC)c4)oc3C)CC2)cc1 (stereo not given) | -0.1 | -2.0 | -0.1 | 8.6 | 8.0 | 0.0 | -0.7 | 12.9 | 0.4
CCCN1C(=O)c2ccc(C(=O)NC3=NCCS3)cc2C1=O | 1.3 | -0.9 | 2.5 | 6.8 | -1.0 | 0.1 | 3.7 | 11.0 | -1.1
CCOC(=O)c1[nH]c(C)c(C(=O)N2CCOCC2)c1C | -0.8 | 3.9 | 0.8 | -3.3 | -5.3 | 0.0 | -2.4 | 3.6 | 1.0
O=C(CCNS(=O)(=O)c1cccs1)NCc1cccs1 | 1.4 | 5.0 | -0.6 | -1.4 | -4.7 | 0.1 | -0.9 | 0.3 | -3.4
CC(C)N(C(=O)Cn1c(SCC(=O)NCc2ccc3c(c2)OCO3)nc2ccccc21)C(C)C | 2.7 | 2.5 | -2.2 | -11.8 | 0.0 | 0.1 | -2.1 | 4.1 | 0.8
CCOC(=O)C(O)(NC(=O)c1cccnc1)C(F)(F)F (stereo not given) | 0.8 | -5.9 | -0.1 | -1.4 | -0.3 | -0.1 | 3.8 | 0.7 | 0.1
CC(OC(=O)CNS(=O)(=O)/C=C/c1ccccc1)C(=O)Nc1ccc(S(=O)(=O)N2CCCC2)cc1 (stereo not given) | -0.8 | 18.1 | 0.5 | i | 0.7 | -0.1 | -3.1 | -1.8 | -28.8
O=C(NCc1cc(C(F)(F)F)cc(C(F)(F)F)c1)C1CC(c2cccc([N+](=O)[O-])c2)=NO1 (stereo not given) | 3.9 | -7.4 | 1.6 | 33.0 | -0.9 | nt | 1.6 | 14.8 | 4.4
Cc1ccccc1N=Nc1ccc(O)c2ncccc12 | 1.0 | -4.5 | -3.1 | 12.8 | 4.0 | -0.2 | -0.8 | 5.7 | 10.1
O=C(Nc1ncn[nH]1)c1cccc(S(=O)(=O)N2CCOCC2)c1 | 2.5 | -1.1 | -3.9 | -29.0 | 1.6 | 0.5 | 5.4 | 8.3 | -0.7
Cc1cc(C)n(C(=O)c2cccc(S(=O)(=O)N3CCOCC3)c2)n1 | 1.9 | 3.9 | -0.5 | -7.8 | -1.1 | -0.1 | 2.9 | -6.3 | -3.0
c1ccc(-c2nnc3n2N=C(c2ccc4c(c2)OCO4)CS3)nc1 | 0.9 | 8.1 | -3.4 | -0.4 | 6.2 | -0.9 | 2.9 | 2.1 | 15.9
COc1ccc(/C=C/C(=O)NCCCN2CCCCCC2)cc1 | -0.2 | -2.7 | 0.6 | -0.3 | 3.1 | 0.0 | 3.4 | 18.0 | -2.0
CCCc1nnc(NC(=S)Nc2ccccc2)s1 | -2.3 | -1.0 | 1.4 | -0.6 | -2.2 | 0.2 | -8.9 | 3.6 | -4.7
COc1ccc(N(CCC#N)C(=O)/C(C#N)=C\c2cccs2)cc1 | 2.0 | -2.6 | 0.6 | 0.9 | -2.5 | -0.1 | -2.8 | -9.9 | 3.8
COc1ccc(C(=O)CN2C(=O)NC3(CCCc4ccccc43)C2=O)cc1OC (stereo not given) | 2.3 | 1.3 | -0.1 | -4.4 | 0.3 | 0.1 | -4.6 | -5.8 | 0.8
Cc1cc(OC(=O)c2ccccc2Cl)c([N+](=O)[O-])c(=O)[nH]1 | -2.7 | -2.5 | 2.4 | -1.6 | -0.8 | -0.3 | -8.7 | -2.4 | -4.8
Cc1cc(C(=O)Nc2nnc(-c3ccccc3)s2)no1 | 1.6 | -0.5 | -5.2 | -9.7 | 1.1 | -0.1 | -3.4 | 6.2 | 1.0
COc1cccc(NC(=O)Nc2ccc(CC(=O)O)cc2)c1 | 1.6 | -6.4 | -4.9 | 7.4 | -1.1 | -0.5 | -1.0 | 0.3 | -0.1
COc1ccc(-c2nnc(SCc3nnc(-c4ccc(Cl)cc4)o3)n2-c2ccccc2)cc1 | 1.3 | 12.3 | 0.9 | 145.5&-0.6 | 3.2 | 0.1 | 10.9 | -1.3 | 1.6
CCOc1ccc(NC(=O)CSc2n[nH]c(=O)n2-c2ccccc2)cc1 | 1.6 | -6.9 | -3.9 | 78.2 | -1.7 | 0.2 | 6.2 | 9.0 | -3.6
CCC1S/C(=N/N=C/c2ccco2)N(Cc2ccccc2C)C1=O (stereo not given) | 0.2 | -0.3 | 1.1 | -35.2 | -1.6 | -0.1 | -1.6 | 4.5 | -3.5
CC1SCC(=O)N(CC(=O)Nc2ccc3c(c2)OCCO3)C1=O (stereo not given) | 1.7 | -0.3 | -3.4 | -4.5 | -0.1 | 0.0 | 3.4 | -0.7 | -1.4
O=C(c1ccco1)N1CCN(Cc2cc(=O)c(OCc3cccc(F)c3)co2)CC1 | 0.8 | 4.6 | -1.3 | 5.5 | -7.7 | 0.1 | 0.8 | 4.0 | 0.7
CSc1nnc(C)c(/C=C/Nc2ccc(Cl)cc2)n1 | -1.7 | 0.9 | 153.7* | 2.2 | -1.6 | 0.0 | -0.7 | 28.6 | 6.7
CC(/C=C/c1ccccc1)=N/NC(=O)c1cc([N+](=O)[O-])cc([N+](=O)[O-])c1 | 0.0 | 2.9 | 0.0 | 1.0 | -0.5 | 0.2 | 1.5 | 4.1 | -2.3
N#Cc1ccsc1NC(=O)c1cnccn1 | -1.1 | 3.3 | -3.1 | 54.2 | -3.9 | -0.1 | 0.8 | 3.0 | 2.5
Cc1csc(NC(=O)CCC(=O)N(CC(=O)NC2CCCC2)c2ccccc2)n1 | -0.3 | -1.9 | 1.9 | 8.0 | 1.5 | -0.1 | -6.8 | 3.2 | -2.4
CCOC(=O)Cn1c(=O)c2c(nc(N3CCCCC3)n2C)n(C)c1=O | 1.1 | -7.2 | -4.9 | -2.4 | 1.9 | -0.1 | 12.8 | 7.3 | 0.2
O=S(=O)(Nc1ccc(N2CCOCC2)cc1)c1ccccc1 | 0.3 | 1.7 | -3.7 | -4.6 | 0.1 | -0.1 | 1.7 | -1.9 | 1.3
Cc1ccccc1N1CCN(Cc2c(C#N)c3ccccc3n2C)CC1 | 3.9 | 5.9 | -1.9 | 3.3 | 1.8 | -0.1 | 1.0 | 13.7 | 0.5
COc1cccc(NC(=O)CCNS(=O)(=O)c2cccc3nonc23)c1 | -0.4 | 6.0 | -0.2 | 115.7 | -4.7 | -0.2 | 5.9 | -0.4 | 0.0
O=C(COC(=O)c1ccccc1Nc1ccccc1)NCc1ccco1 | 1.3 | 6.0 | 2.1 | 18.7 | -0.3 | 0.0 | -0.8 | 2.4 | -3.1
O=C(c1ccc(Cn2c(=O)[nH]c3ccccc3c2=O)cc1)N1CCN(c2ccc(F)cc2)CC1 | 2.9 | 17.3 | 1.1 | 1.3 | 3.8 | -0.1 | 42.4* | -71.5 | 1.1
CN(C(=O)c1ccc(NC(=O)Cc2ccc(NC(=O)C3CCN(C(=O)C4CCCC4)CC3)cc2)cc1)C1CC1 | -0.8 | nt | nt | -4.8 | -1.3 | -0.2 | 4.3 | 1.9 | nt
Cc1ccc(-c2ccc(S(=O)(=O)NCc3ccco3)cc2)cc1 | -1.5 | 9.5 | -5.6 | -0.3 | -1.6 | -0.1 | 0.9 | -22.9 | -0.9
CSc1ccc(CN(C)C(=O)c2ccc(S(=O)(=O)Nc3ccccc3)cc2)cc1 | 1.5 | 2.0 | 0.3 | 2.5 | 3.1 | 0.2 | 2.9 | 10.2 | 8.2
OCCn1ccc(-c2ccccc2OCc2ccc(F)cc2)n1 | 0.5 | 9.3 | -1.2 | 8.7 | 0.8 | 0.1 | -3.9 | -2.5 | 1.2
Cc1ccnc(SCCn2c(N3CCCCC3)nc3c2c(=O)n(C)c(=O)n3C)n1 | 3.0 | -0.7 | 3.0 | -10.6 | -3.8 | 0.1 | -2.0 | 22.3 | -1.5
Cc1ccc(CCNC(=O)CCS(=O)(=O)c2ccc3nc(C)sc3c2)cc1 | -0.4 | 6.0 | 1.0 | -3.8 | -3.9 | -0.1 | -9.1 | 2.0 | -0.2
COC(=O)Cc1c[nH]c2ccc(OCC(O)CNC(C)C)cc12 (stereo not given) | 0.8 | -1.9 | 0.6 | 1.0 | -1.7 | 0.0 | 0.4 | 2.6 | -3.6
Oc1ccc(Br)cc1C1Nc2ccccc2S1 (stereo not given) | -1.7 | -171.7 | -6.0 | -23.0 | -0.5 | -0.6 | 6.6 | -6.0 | 0.5
